mABHD4 FP: inhibitors of mouse ABHD4 | Q8VD66 | purified mABHD4, FP-Rh probe fluorescence polarization | inhibition, % at 8.92 µM | actives 0.54% (n = 370,000) | AID 720543;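 active = inhibition exceeding the mean over every tested compound plus 3 SD, cut at about 30% in these data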;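 also: 0% = plate median of compound wells and 100% = S159A mutant with DMSO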
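assay system = mABHD4 protein | compound dosing = single nominal dose of 8.92 µM, 0.89% DMSO final | read-out basis = percent inhibition of probe binding, normalized to plate controls | schedule = Enzyme–compound pre-incubation 45 min, then probe 60 min, both 25 °C | detection = fluorescence polarization, excitation 525 nm, emission 598 nm, BODIPY TMR filters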
UHRF1 MBD2 ctr: blocks human UHRF1 binding to methylated DNA; Q96T88; UHRF1 binding to methylated oligo, TR-FRET; inhibition, % at 4.4 µM; actives 0.75% (n = 370,000); AID 687016; in the data active = inhibition above about 21%;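 also: UHRF1 SRA domain binding a hemimethylated CpG hairpin DNA probe; 0% = median of test compound wells and 100% = reference inhibitor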
GC-A act: GC-A (human) enzyme activation. AID 1671463. activation, % at 10 µM. actives 0.14% (n = 370,000). HEK293 GC-A cells, cGMP TR-FRET, EC30 ANP; 0% at EC30 ANP, 100% saturating ANP; in the data active = activation above about 40%
HTRA1 inhibitor: inhibitors of human serine peptidase HTRA1; Q92743; recombinant HTRA1, FP-rhodamine activity-based probe, fluorescence polarization; inhibition, % at 5.96 µM; actives 0.5% (n = 340,000); in the data active = inhibition above about 36%;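 also: 0% = enzyme with DMSO and 100% = wells lacking enzyme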
rCAG binder: r(CAG) repeat RNA binding; inhibition, % at 3 µM; TO-PRO-1 dye displacement fluorescence; actives 1.3% (n = 370,000); AID 651821;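 active = inhibition above the plate cutoff, the mean of all test compounds on that plate plus 3 SD, cut at about 35% in these data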;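 also: 0% = DMSO alone and 100% = 100 µM mitoxantrone as full dye displacement; higher means more dye released from RNA so lower well fluorescence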
SIAE inh: blocks human sialic acid acetylesterase; Q9HAT2; SIAE FP-Rh probe binding, fluorescence polarization; actives 0.69% (n = 370,000); AID 1053197; inhibition, % at 9.66 µM;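 active = inhibition above a cutoff: mean of compounds within the control limits plus 3 SD of those, cut at about 17% in these data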;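 also: 0% = plate median of compound wells and 100% = probe without SIAE protein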
Target sequence (Q9HAT2 whole entry, looked up): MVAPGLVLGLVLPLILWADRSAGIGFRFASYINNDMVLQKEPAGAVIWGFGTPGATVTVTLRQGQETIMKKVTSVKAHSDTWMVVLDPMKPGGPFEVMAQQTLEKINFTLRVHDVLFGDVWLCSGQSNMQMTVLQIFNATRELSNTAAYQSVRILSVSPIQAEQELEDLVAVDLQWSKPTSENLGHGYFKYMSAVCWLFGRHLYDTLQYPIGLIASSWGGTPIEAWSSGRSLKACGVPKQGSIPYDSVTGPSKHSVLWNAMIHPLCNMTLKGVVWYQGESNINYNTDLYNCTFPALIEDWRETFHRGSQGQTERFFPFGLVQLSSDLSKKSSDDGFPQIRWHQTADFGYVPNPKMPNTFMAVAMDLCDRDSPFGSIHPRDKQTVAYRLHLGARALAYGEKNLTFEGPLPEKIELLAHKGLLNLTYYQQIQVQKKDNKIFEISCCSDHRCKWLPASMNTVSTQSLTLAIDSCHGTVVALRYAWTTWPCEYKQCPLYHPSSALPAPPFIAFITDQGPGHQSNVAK
MBD2 inh: MBD2-methylated oligo binding inhibition | TR-FRET, MBD2 binding to methylated oligonucleotide | inhibition, % at 4.4 µM | actives 0.31% (n = 370,000) | AID 686964; in the data active = inhibition above about 13%
Target sequence (Q9UBB5 whole entry, looked up): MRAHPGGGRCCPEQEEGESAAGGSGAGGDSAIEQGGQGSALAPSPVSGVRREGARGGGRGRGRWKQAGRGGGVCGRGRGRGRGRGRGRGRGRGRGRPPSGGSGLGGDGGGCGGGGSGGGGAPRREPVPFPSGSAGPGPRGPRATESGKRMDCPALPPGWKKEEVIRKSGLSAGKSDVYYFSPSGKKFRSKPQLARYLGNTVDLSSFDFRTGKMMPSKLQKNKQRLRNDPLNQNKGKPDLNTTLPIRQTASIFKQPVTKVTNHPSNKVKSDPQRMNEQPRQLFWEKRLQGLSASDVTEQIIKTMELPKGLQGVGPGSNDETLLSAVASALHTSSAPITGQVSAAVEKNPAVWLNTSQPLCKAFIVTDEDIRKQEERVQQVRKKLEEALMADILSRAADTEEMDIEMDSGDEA
TCR CD3 inh: inhibitors of human TCR-CD3 interaction; TAMRA-labeled TCR probe fluorescence, biochemical; inhibition, % at 9.4 µM; actives 0.37% (n = 360,000); in the data active = inhibition above about 19%;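 also: recombinant mutant TCR 2C K166C tagged with TAMRA read by polarization; 0% = receptor in buffer alone and 100% = receptor with positive control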
GC-B act: GC-B (human) receptor activation; P20594; HEK293-GC-B cells, CNP EC30, cGMP TR-FRET; 0% at EC30 CNP, 100% saturating CNP; activation, % at 10 µM; actives 0.11% (n = 370,000);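 active = activation at 10 µM reaching about 35% in either raw or pattern-adjusted values, limit read from the data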
PRMT1 inh: inhibitors of human PRMT1; Q99873; recombinant PRMT1, activity-based probe fluorescence polarization; inhibition, % at 2.79 µM; actives 1.3% (n = 370,000); AID 652257;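 active = inhibition above about 21% made by adding two undisclosed values, limit read from the data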
An asterisk follows results filed as active; . = no result given. A portion of the library; count on the stated rates, not on these rows.

item	canonical_smiles	mABHD4 FP	UHRF1 MBD2 ctr	GC-A act	HTRA1 inhibitor	rCAG binder	SIAE inh	MBD2 inh	TCR CD3 inh	GC-B act	PRMT1 inh
1	O=C(/C=C/c1ccc(Cl)cc1Cl)Nc1cccc(S(=O)(=O)NC2=NCCC2)c1	-52.7	-2.3	-48.6	-82.3	15.3	-55.4	-0.6	3.1	-7.9	-6.4
2	O=C(COC(=O)c1ccc(O)cc1)Nc1ncc(Cl)cc1Cl	1.0	0.2	-0.3	1.8	6.0	-1.4	-0.7	0.0	-3.0	0.6
3	COC(=O)c1cc(COC(=O)CNC(=O)c2ccc(Br)cc2)oc1C	-2.4	-2.8	-2.1	-8.1	0.5	-4.4	-3.9	5.3	-7.5	0.7
4	O=C(CSc1nnc(SCc2cccc3ccccc23)s1)c1ccc(F)cc1	-3.9	-2.7	1.3	.	7.8	-5.1	-3.9	.	-6.8	-0.6
5	Cn1c(=O)c2c(nc(NCCCN3CCOCC3)n2Cc2ccc(Cl)cc2)n(C)c1=O	-4.0	5.5	2.1	9.9	-7.6	-4.5	-3.3	0.1	-2.5	-4.1
6	CCc1nnc(SCC(=O)Nc2ccc(N3CCOCC3)cc2)n1C	0.0	-0.9	1.3	6.7	0.3	-4.7	1.2	4.9	-5.3	-0.9
7	NS(=O)(=O)c1ccc(CCNC(=O)CC(c2ccccc2)c2ccccc2)cc1	3.5	2.6	-23.1	-5.3	3.5	-0.7	0.7	3.3	-9.2	3.0
8	O=C(CSc1cccc(C(F)(F)F)c1)NC(=O)NCc1ccco1	-8.7	6.5	6.2	-19.4	-1.4	0.0	2.4	-3.0	-3.0	2.8
9	Cc1nc(N)sc1C(=O)N1N=N1	-7.5	-2.4	2.1	5.0	6.7	1.0	-7.0	4.9	-1.5	4.4
10	CCc1nc(SCc2ccc(OCC(C)C)cc2)n[nH]1	-12.1	6.7	5.5	-10.0	0.4	-1.0	3.6	-17.2	6.6	-2.1
11	CCNC(=O)C1(C)CCCN(C(=O)c2sccc2C)C1 (stereo not given)	1.4	0.7	3.4	.	2.8	0.9	6.0	-6.4	9.4	2.0
12	Cc1[nH]n(-c2ccccc2)c(=S)c1C=Nc1cccc([N+](=O)[O-])c1	16.7	-3.8	5.2	0.7	3.8	5.7	-2.6	-0.9	-3.6	95.3*
13	COc1ccc(C(=O)NN)cc1	-1.6	0.2	2.4	2.4	-1.5	0.8	0.3	9.1	2.3	-4.7
14	CCc1cccc(Nc2c3c(nc4ncnn24)CCC3)c1	3.1	-1.0	5.2	-1.0	-4.0	3.5	-7.3	2.7	9.0	2.5
15	O=C(C1CCCO1)N1CCN(S(=O)(=O)c2cc(F)ccc2F)CC1 (stereo not given)	-3.6	0.3	4.6	2.5	2.3	1.0	0.4	0.7	-4.2	0.8
16	O=C(Nc1nnc([C@@H]2C[C@H](O)[C@@H](CO)O2)s1)c1cccc(Oc2ccccc2)c1	0.6	-0.3	-0.4	.	0.9	4.6	5.7	-6.0	1.4	-0.1
17	CCCC(=O)Nc1cc(OC)c(OC)cc1C(=O)O	-0.7	2.5	-0.9	-2.9	1.3	3.8	-2.0	-1.2	0.1	-0.9
18	CCN=c1scc(-c2cccs2)n1/N=C/c1cc(OC)ccc1O	3.2	1.3	6.6	-0.7	3.6	11.2	-1.4	7.0	0.6	-2.6
19	OC(COc1ccc2c(c1)OCO2)CN1CCN(c2ccccc2)CC1 (stereo not given)	10.4	2.6	4.5	3.5	-5.5	3.6	-1.0	1.1	1.4	-1.3
20	Cc1cc(=O)oc2cc(NC(=O)C3CC(=O)N(Cc4ccccc4)C3)ccc12 (stereo not given)	-1.7	-1.5	-38.8	-2.1	8.3	3.4	-5.5	2.8	-25.4	-0.6
21	CCOC(=O)N/N=C\c1ccc(-c2cc(Cl)ccc2Cl)o1	-8.3	-1.0	-4.4	-18.6	3.5	-7.1	-5.3	-0.2	-4.3	-1.3
22	COc1ccccc1CNC(=O)CCC(=O)Nc1nnc(C(C)C)s1	4.7	-2.0	-0.8	8.7	-5.5	-5.1	-1.1	1.0	3.6	1.6
23	COc1ccc(CCNC(=O)C2CCN(c3ccc(N4CCOCC4)nn3)CC2)c(OC)c1	-0.8	-1.4	0.9	2.0	0.8	-3.5	-3.5	3.1	-2.6	-5.5
24	CCOc1cc2[nH]c(=S)n(CC3CCCO3)c(=O)c2cc1OCC (stereo not given)	-0.9	0.8	7.4	-2.8	3.7	2.7	4.6	5.0	-6.7	-0.7
25	CC(=O)Nc1sc(C)c(C)c1C(=O)OCC(=O)Nc1ccccc1C(F)(F)F	3.3	3.5	6.6	2.5	-0.2	3.6	2.2	1.5	-6.9	-1.1
26	CCNC(=O)CN(c1ccc(C)cc1)S(=O)(=O)c1ccccc1	-1.8	-0.4	-5.0	8.4	-1.2	3.8	2.4	6.2	-1.1	0.8
27	CC(=O)N1CCc2cc(NC(=O)c3ccc(C)cc3)ccc21	3.5	0.6	-4.5	5.7	-3.8	-2.3	1.7	-9.6	3.9	-1.7
28	Cc1ccc(C)c(-c2[nH]ncc2CN2CCCC(CO)(Cc3ccccc3C)C2)c1 (stereo not given)	-1.1	-0.4	-25.9	-12.4	-8.2	-6.9	4.0	-0.4	-13.9	2.6
29	CCOC(=O)c1ccc(N2C(=O)Cc3ccccc3C2=O)cc1	0.1	-1.2	2.8	-30.0	22.0	4.4	-4.1	5.5	-0.4	0.9
30	O=C(O)c1ccc(Cn2nnc3sc4c(c3c2=O)CCCC4)cc1	9.9	7.9	0.1	.	9.0	-6.6	-2.5	-0.9	2.1	7.5

Eleven entries from above, with two lines to a compound.
Order of results – mABHD4 FP | UHRF1 MBD2 ctr | GC-A act | HTRA1 inhibitor | rCAG binder | SIAE inh | MBD2 inh | TCR CD3 inh | GC-B act | PRMT1 inh
1: O=C(/C=C/c1ccc(Cl)cc1Cl)Nc1cccc(S(=O)(=O)NC2=NCCC2)c1
 : -52.7 | -2.3 | -48.6 | -82.3 | 15.3 | -55.4 | -0.6 | 3.1 | -7.9 | -6.4
2: O=C(COC(=O)c1ccc(O)cc1)Nc1ncc(Cl)cc1Cl
 : 1.0 | 0.2 | -0.3 | 1.8 | 6.0 | -1.4 | -0.7 | 0.0 | -3.0 | 0.6
3: COC(=O)c1cc(COC(=O)CNC(=O)c2ccc(Br)cc2)oc1C
 : -2.4 | -2.8 | -2.1 | -8.1 | 0.5 | -4.4 | -3.9 | 5.3 | -7.5 | 0.7
4: O=C(CSc1nnc(SCc2cccc3ccccc23)s1)c1ccc(F)cc1
 : -3.9 | -2.7 | 1.3 | . | 7.8 | -5.1 | -3.9 | . | -6.8 | -0.6
5: Cn1c(=O)c2c(nc(NCCCN3CCOCC3)n2Cc2ccc(Cl)cc2)n(C)c1=O
 : -4.0 | 5.5 | 2.1 | 9.9 | -7.6 | -4.5 | -3.3 | 0.1 | -2.5 | -4.1
6: CCc1nnc(SCC(=O)Nc2ccc(N3CCOCC3)cc2)n1C
 : 0.0 | -0.9 | 1.3 | 6.7 | 0.3 | -4.7 | 1.2 | 4.9 | -5.3 | -0.9
7: NS(=O)(=O)c1ccc(CCNC(=O)CC(c2ccccc2)c2ccccc2)cc1
 : 3.5 | 2.6 | -23.1 | -5.3 | 3.5 | -0.7 | 0.7 | 3.3 | -9.2 | 3.0
8: O=C(CSc1cccc(C(F)(F)F)c1)NC(=O)NCc1ccco1
 : -8.7 | 6.5 | 6.2 | -19.4 | -1.4 | 0.0 | 2.4 | -3.0 | -3.0 | 2.8
9: Cc1nc(N)sc1C(=O)N1N=N1
 : -7.5 | -2.4 | 2.1 | 5.0 | 6.7 | 1.0 | -7.0 | 4.9 | -1.5 | 4.4
10: CCc1nc(SCc2ccc(OCC(C)C)cc2)n[nH]1
 : -12.1 | 6.7 | 5.5 | -10.0 | 0.4 | -1.0 | 3.6 | -17.2 | 6.6 | -2.1
11: CCNC(=O)C1(C)CCCN(C(=O)c2sccc2C)C1 (stereo not given)
 : 1.4 | 0.7 | 3.4 | . | 2.8 | 0.9 | 6.0 | -6.4 | 9.4 | 2.0

(list continues)
item	canonical_smiles	mABHD4 FP	UHRF1 MBD2 ctr	GC-A act	HTRA1 inhibitor	rCAG binder	SIAE inh	MBD2 inh	TCR CD3 inh	GC-B act	PRMT1 inh
31	Cc1ccc(Cl)cc1NS(=O)(=O)Cc1ccccc1	3.9	1.9	2.1	-1.6	0.7	3.2	-0.9	-11.3	0.3	4.5
32	Cc1cc(C)cc(NC(=O)N2CCCC2C(=O)Nc2ccc(-n3cnnn3)cc2)c1 (stereo not given)	0.5	1.8	-1.1	-6.5	4.2	0.4	-0.4	12.1	-8.9	2.8
33	Cc1nc(C(F)(F)F)ccc1C(=O)Nc1ccc(C(F)(F)F)cn1	-0.5	-1.4	1.9	1.7	-4.0	6.8	0.2	4.4	9.5	-5.1
34	Cc1ccccc1NC(=O)COC(=O)/C=C/c1cn(-c2ccccc2)nc1-c1cccnc1	-1.7	-0.2	-2.0	-16.4	8.6	-14.5	0.3	3.1	-2.7	2.8
35	O=C(Nc1cccnc1)c1ccc(Cl)c(S(=O)(=O)N2CCc3ccccc32)c1	-1.4	-3.3	-3.8	-5.7	2.3	-5.7	1.3	2.7	2.0	-2.8
36	Cc1ccc(N(C)S(=O)(=O)c2cccc(C(=O)Nc3nc4ccccc4[nH]3)c2)cc1	-23.1	1.9	-7.0	-47.5	7.0	-22.0	-1.1	-3.7	-5.3	0.6
37	O=C(CS(=O)(=O)c1ccccc1)Nc1nc2ccccc2s1	-8.1	1.5	0.7	-5.0	7.8	-2.1	-2.5	0.2	2.1	-7.7
38	COc1cc(C2C3=C(CC(C)(C)CC3=O)N(C)C(=O)N2C)cc(OC)c1OC (stereo not given)	-2.8	1.3	-2.1	1.7	-2.1	0.0	-3.2	0.3	1.3	2.4
39	O=C1Nc2ccc(S(=O)(=O)N3CCOCC3)c3cccc1c23	2.5	-10.4	2.5	0.1	2.7	-0.3	-6.9	5.7	7.7	-0.5
40	Cc1nn(C)c(C)c1NC(=O)COc1ccc(F)cc1Br	2.6	0.8	0.1	5.3	1.3	0.3	-4.8	2.1	-2.6	-1.6
41	COC(=O)c1c(NC(=O)C(C)C)sc2c1C(C(=O)OC)CC2 (stereo not given)	0.1	-2.0	-0.8	-0.8	-0.9	-4.2	-0.6	0.5	5.2	0.3
42	CCN(CC(=O)Nc1ccc(OC)cc1)C(=O)c1ccc(=O)n(Cc2ccccc2)n1	1.2	0.7	-2.6	-6.8	0.9	-9.3	-0.4	8.2	6.4	2.8
43	CCOC(=O)c1c(C)[nH]c(N=Nc2cc(C(=O)O)cc(C(=O)O)c2)c1C	12.6	11.3	-6.8	7.7	20.0	-13.6	-0.7	0.1	4.2	0.2
44	O=C1/C(=C/c2ccccc2)CCCc2ccccc21	-14.3	8.5	-0.4	-11.4	-2.1	-4.5	9.2	-7.2	-6.8	1.9
45	Cc1ccc(NC(=O)c2cccc(OCc3c(C)noc3C)c2)cc1	1.6	-0.5	-1.6	-11.8	-5.0	3.2	4.0	5.1	6.1	-0.2

Profiles, looked up by structure. Values in the order: mABHD4 FP	UHRF1 MBD2 ctr	GC-A act	HTRA1 inhibitor	rCAG binder	SIAE inh	MBD2 inh	TCR CD3 inh	GC-B act	PRMT1 inh
Cc1nn(C)c(C)c1NC(=O)COc1ccc(F)cc1Br reads 2.6	0.8	0.1	5.3	1.3	0.3	-4.8	2.1	-2.6	-1.6
O=C1Nc2ccc(S(=O)(=O)N3CCOCC3)c3cccc1c23 reads 2.5	-10.4	2.5	0.1	2.7	-0.3	-6.9	5.7	7.7	-0.5

From PubChem
